D2 agonist: D2 dopamine receptor (human) agonism. 340,000 tested, 0.53% active. activation, % at 2 µM. HEK293 T-REx D2 cells, calcium flux agonist mode. AID 485358. P14416;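 active means activation over 3 SD above normal in the single-dose calcium agonist read, cut at about 30% in these data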; further: 0% is about no effect
Target sequence (P14416 whole entry, looked up): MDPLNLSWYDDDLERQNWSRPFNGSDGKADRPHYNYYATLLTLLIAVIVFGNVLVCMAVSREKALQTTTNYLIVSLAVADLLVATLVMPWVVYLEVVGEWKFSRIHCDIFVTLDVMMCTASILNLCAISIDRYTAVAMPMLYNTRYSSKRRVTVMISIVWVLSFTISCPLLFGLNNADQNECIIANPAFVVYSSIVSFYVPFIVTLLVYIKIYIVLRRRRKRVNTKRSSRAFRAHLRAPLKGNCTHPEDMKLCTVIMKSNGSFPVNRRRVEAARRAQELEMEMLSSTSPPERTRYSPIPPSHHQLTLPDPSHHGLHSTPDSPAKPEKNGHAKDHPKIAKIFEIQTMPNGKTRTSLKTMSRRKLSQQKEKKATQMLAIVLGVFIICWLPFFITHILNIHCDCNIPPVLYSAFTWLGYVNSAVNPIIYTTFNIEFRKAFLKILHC
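Calcium-flux readout, 1 cycle/sec over 180 s following compound pin transfer, in inducible HEK293 Trex D2 cells (force-coupled); dopamine controls included. Positive calcium responses during this window marked compounds as potential agonists.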
rTrxR1 inhibitor: inhibitors of rat thioredoxin reductase 1. recombinant rTrxR1, NADPH fluorescence consumption, selenite substrate. AID 588453. Potency, µM (doses to about 114 µM), inactives show at the top dose activity change, negative = inhibition, most hits filed as inhibitors. 390,000 tested, 1% active; further: potency means the concentration at half of the fitted maximal effect; on the % scale 0 is the no-effect control and ±100 the full control effect; nearly all actives have a fitted effect of over 65% in size
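Rat TrxR1 (90 nM in the dispensed reagent) was pre-reduced with 400 uM NADPH for 5 min at room temperature, then incubated with compound for 15 min. After 400 uM selenite was added, NADPH fluorescence (Ex 340/Em 450 nm) was followed for 8 min.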
TRHR ag: activates the human TRH receptor; TRHR cells, calcium flux fluo-8, FDSS agonist mode; activation, % at 2 µM; 360,000 tested, 0.18% active; AID 493084; in the data active means activation above about 30%; further: 0% is about no effect
Target sequence (P34981 whole entry, looked up): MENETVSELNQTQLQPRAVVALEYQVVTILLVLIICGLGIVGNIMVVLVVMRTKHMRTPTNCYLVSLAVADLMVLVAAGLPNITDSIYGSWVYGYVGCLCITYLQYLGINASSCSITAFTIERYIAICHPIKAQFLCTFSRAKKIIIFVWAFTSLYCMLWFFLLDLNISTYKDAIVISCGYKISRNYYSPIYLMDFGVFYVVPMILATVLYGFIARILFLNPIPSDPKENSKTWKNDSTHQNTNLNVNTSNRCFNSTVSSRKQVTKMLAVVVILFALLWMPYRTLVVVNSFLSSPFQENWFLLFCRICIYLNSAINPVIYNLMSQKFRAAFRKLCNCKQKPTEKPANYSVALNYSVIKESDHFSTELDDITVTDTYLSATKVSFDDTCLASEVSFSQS
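In this calcium-flux screen, cells bearing human TRHR are dye-loaded with fluo-8, baselined for 10 cycles, then exposed to library compounds; positive kinetic calcium responses during the agonist phase mark hits, with TRH as control.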
PI4K2A inh: PI4K2A (human) kinase inhibition; 420,000 tested, 0.13% active; AID 1346378; Q9BTU6; activity change, negative = inhibition, % at 76.9 µM; purified PI4K2A, ADP-Glo luminescence, 1 h; active compounds read low; in the data active means activity change below about -50%; inconclusive means mostly about -30% to -49%;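 further: -100% = wells without enzyme as full effect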
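PI4K2A activity was measured by ADP-Glo luminescence: enzyme (4 ug/mL stock) and phosphatidylinositol (1.2 mM stock) in Tris pH 7.5/MgCl2/EGTA/Triton X-100 buffer were reacted with ATP (300 microM stock) for one hour at ambient temperature.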
USP1-UAF1 inh: USP1/UAF1 (human) deubiquitinase inhibition. Potency, µM (titrated, usually from 57.1 µM), for the others: at the top dose activity change, negative = inhibition, hits mostly inhibitors. AID 743255. O94782. recombinant USP1/UAF1, Ub-Rhodamine cleavage fluorescence. 390,000 tested, 0.23% active; further: potency means the concentration at half of the fitted maximal effect; on the % scale 0 is the no-effect control and ±100 the full control effect; nearly all actives have a fitted effect of over 60% in size; inactives centre near -12
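USP1/UAF1 complex (1 nM) preincubated 15 min at room temperature with compound, then Ub-Rho substrate (150 nM final) added. Kinetic fluorescence at 480/540 nm over 6 reads at 60 s intervals; 50 mM HEPES pH 7.8, 0.5 mM EDTA, 0.1 mg/ml BSA, 1 mM TCEP, 0.01% Tween-20.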
mIDH1 inhibitor: human IDH1 R132H inhibition. IDH1-R132H enzyme, NADPH consumption, diaphorase/resazurin fluorescence. Potency, µM (titrated, usually from 76.6 µM), without a hit: at the highest dose activity change, negative = inhibition, hits mostly inhibitors. AID 602179. 390,000 tested, 0.093% active. O75874; further: potency means the concentration at half of the fitted maximal effect; on the % scale 0 is the no-effect control and ±100 the full control effect; nearly all actives have a fitted effect of over 65% in size
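IDH1-R132H (0.5 ug/mL) preincubated 30 min with compound, then NADPH (0.016 mM) and alpha-KG (2 mM) added; 80 min at RT, pH 7.5. Remaining NADPH coupled via diaphorase/resazurin to fluorescence (540/590 nm); concentration-response curves normalized to no-enzyme control.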
TRHR enhancer: allosterically enhances the human TRH receptor | P34981 | 360,000 tested, 0.66% active | enhancement, % at 2 µM | AID 493056 | TRHR cells, fluo-8 calcium fluorescence, EC20 TRH enhancement; in the data active means enhancement above about 30%; further: 0% is about no effect
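TRHR-expressing cells loaded with fluo-8 calcium dye were read kinetically (ex 480/em 530) during compound addition, then stimulated with an EC20 of TRH (10 nM final). Enhancement of the Gq-mediated intracellular calcium response was scored.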
D2 antag: antagonists of human D2 dopamine receptor; HEK293 TREx D2 cells, calcium flux, dopamine EC80; inhibition, % at 10 µM; 340,000 tested, 2% active; in the data active means inhibition above about 30%; further: 0% is about no effect
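Dopamine at EC80 is the agonist stimulus; test compounds precede it by 180 s. Calcium flux read kinetically in a force-coupled, inducible HEK293 T-REx D2 cell line.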
TrxR1 substrate: substrates of rat thioredoxin reductase 1. O89049. purified TrxR1 substrate turnover, NADPH consumption readout. Potency, µM (titrated, usually from 114 µM), without a hit: top-dose activity change, negative = substrate turnover. 390,000 tested, 0.01% active. AID 588456; further: potency means the concentration at half of the fitted maximal effect; on the % scale 0 is the no-effect control and ±100 the full control effect; nearly all actives have a fitted effect of over 50% in size
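Rat TrxR1, dispensed at 90 nM, was prereduced with 400 uM NADPH (final) for 5 min at ~22 deg C, then incubated with compound 15 min before 400 uM selenite. A first-read NADPH fluorescence drop versus no-compound background flagged substrates.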
Numbers without * were called inactive; ? = inconclusive; . = no result given; [ ] = another dose, or the depositor's remark. Unless noted, the call rests on the fitted dose curve; in most records, active means well fitted inhibition curve with a large enough effect; inconclusive means small, poorly fitted or top-dose-only effect; inactive means no such curve, though single readings can be large or run the other way.

SMILES	D2 agonist	rTrxR1 inhibitor	TRHR ag	PI4K2A inh	USP1-UAF1 inh	mIDH1 inhibitor	TRHR enhancer	D2 antag	TrxR1 substrate
COc1ccc(CCNC(=O)c2[nH]c(C)c(C(C)=O)c2C)cc1OC	-1.2	3%	0.1	-3	-18%	3%	4	38*	-1%
COc1ccc(Cn2ccn(CC(=O)Nc3cc(C)ccc3C)c(=O)c2=O)cc1	0.1	21%	0.6	-6	5%	-5%	1	.	4%[11.4 µM]
Cc1cccc(NC(=O)CSc2nnc3scc(-c4ccccc4)n23)c1	0.8	21%	-0.9	-2	-6%	.	2	.	4%
Cn1c(SCc2ccc(Br)cc2)nnc1-c1ccccn1	-1.2	-15%	-0.4	2	-13%	4%	-2	-13	-8%
CCCCN(CC)C(=O)Cn1cc2c(n1)-c1c(oc(C(=O)N3CCCC3)c1C)CC2	-1.3	-7%	0.0	-7	?	0%	-5	.	-4%
CCNC(=S)NNC(=O)c1nn(C)c(C)c1Cl	1.5	12%[57.1 µM]	0.1	0	-2%	-1%	-4	-11	1%
CC(=O)c1ccc(N2CCN(CC(O)COC(c3ccccc3)c3ccccc3C)CC2)cc1 (stereo unspecified)	0.1	21%	-0.1	2	-20%	10%	-5	-11	4%
Cc1nnc2c(NC3CCCC3)nc3ccccc3n12	0.7	13%[57.1 µM]	0.1	0	-16%	3%	6	-6	8%
O=C(NC(=S)Nc1cccc(NC(=O)c2ccccc2)c1)c1cccc([N+](=O)[O-])c1	-1.0	-24%	-0.4	0	-10%	4%	-2	1	-10%
CC(C)C(=O)N(c1ccc2oc(=O)sc2c1)S(=O)(=O)c1ccccc1	0.1	15%	-0.6	7	5%	11%	-11	-1	4%
Cc1ccc(NC(=O)C(=O)NCc2ccc(/C=N/NC(=O)c3c(C)nc4ccccn34)o2)cc1	0.4	-4%[57.1 µM]	-1.0	1	-12%	-7%	-1	3	-2%[57.1 µM]
COc1ccccc1NC(=O)N1c2ccc(F)cc2CCC1C (stereo unspecified)	-1.5	4%[57.1 µM]	0.2	8	-23%	3%	-2	-2	3%[57.1 µM]
COC(=O)c1cccc(NC(=O)CCNC(=O)c2ccco2)c1	-1.1	0%[57.1 µM]	1.7	0	-5%	2%	-1	-9	1%[57.1 µM]
CCOc1cc(/C=C2\CCn3c2nc2cc(Cl)ccc2c3=O)ccc1O	0.2	1%	0.7	-3	-9%	5%	-4	-12	-2%
COCCN(C(=O)c1ccc(OC2CCN(S(=O)(=O)N(C)C)CC2)cc1)C(C)C	1.0	8%	0.1	4	-11%	12%	-3	-11	1%
N#CC1=C(N)N(c2ccccc2C#N)C2=C(C(=O)CCC2)C1c1ccsc1 (stereo unspecified)	-0.6	-9%	0.5	-3	-18%	-2%	3	-13	-10%
Cc1cc(C)cc(N(CCC#N)C(=O)COC(=O)CNC(=O)c2sc3ccccc3c2Cl)c1	-0.2	-2%	0.4	-1	-15%	10%	-8	-11	-11%
c1ccc2sc(-c3ccc4c(c3)OCO4)nc2c1	-0.5	37%[activator]	-0.1	-68*	-12%	-2%	-1	11	112%[activator]
COc1cccc(-c2nc(S(=O)(=O)c3ccccc3)c(N3CCC(C)CC3)o2)c1	-0.5	0%	0.0	4	-15%	-5%	3	.	-3%
CCOC(=O)N1CCN=C1SCc1ccc(C(F)(F)F)cc1	-0.8	21%[57.1 µM]	-0.3	-3	-10%	-6%	-2	4	4%[57.1 µM]
O=C(CSc1ncn(-c2ccccc2)n1)Nc1ccc2c(c1)OCCO2	-0.4	10%	-1.2	-1	-7%	11%	12	-4	1%
NS(=O)(=O)c1ccc(N2CCOCC2)c(C(=O)NCc2ccc3c(c2)OCO3)c1	-1.0	7%	0.0	4	-10%	3%	-3	3	3%
Cc1cc(C(=O)Nc2ccccc2C)n(-c2ccccc2)n1	-0.3	9%[57.1 µM]	-0.1	-19	-4%	3%	-2	-9	7%[57.1 µM]
Cc1csc(NC(=O)CSc2nnc(-c3cccs3)n2C)n1	-1.0	15%	-0.1	-3	-3%	15%	10	0	-3%
Cc1ccc(NS(=O)(=O)c2ccc(C)c(NC(=O)COc3ccc4ccccc4c3)c2)c(C)c1	1.6	10%	8.4	-6	-25%	0%	6	-5	3%
COCCn1c(=S)[nH]c2cc(C(=O)N3CCC(C(N)=O)(N4CCCCC4)CC3)ccc2c1=O	0.9	-14%	1.8	-4	-16%	6%	-1	-22	4%
COc1ccc(CNC(=O)CN(Cc2ccco2)C(=O)CNS(=O)(=O)c2ccccc2)cc1	0.0	-15%	0.0	-5	-16%	7%	-5	11	4%[57.1 µM]
N#Cc1ccccc1COc1cccc2c1CCCC2O (stereo unspecified)	0.0	9%	-0.7	2	-16%	-1%	-3	10	-3%
CCOC(=O)C1CCN(C(=O)C2CCN(c3nnc(-n4cccc4)s3)CC2)CC1	-0.7	-7%	0.4	4	-8%	0%	22	-3	-9%
O=C(Cn1nc(-c2ccc3c(c2)OCCO3)ccc1=O)Nc1ccc(N2CCOCC2)cc1	0.3	.	-0.3	.	.	.	0	9	.
CC1(C)CC(=O)C(C=Nc2ccc3cn[nH]c3c2)=C(O)C1	-0.3	-13%	-0.5	0	-7%	7%	7	-5	-4%
CCOC(=O)c1cc2c(ccn2C)n1CC(=O)N(CC)CC	-0.1	5%	0.0	5	-16%	11%	1	-18	-2%
CCCC(c1nnnn1Cc1cccs1)N1CCN(C)CC1 (stereo unspecified)	0.2	0%[57.1 µM]	0.0	-4	5%	-10%	-3	-11	0%[57.1 µM]
COc1cc(OC)c(NC(=O)Cc2ccc(OC)c(S(=O)(=O)N3CCOCC3)c2)cc1Cl	0.2	-12%	-0.5	-5	-17%	7%	-4	-13	-12%
CC(C)(C)c1cc(C(=O)NNc2cccc(Cl)c2)n(Cc2ccccc2)n1	-0.9	24%[57.1 µM]	0.1	-1	-19%	-5%	-6	-3	14%[57.1 µM]
O=C(O)CCN1CCN(S(=O)(=O)c2ccc3ccccc3c2)CC1	0.6	38%[11.4 µM]	-0.1	-4	-2%	2%	-5	-2	-6%
CCOc1ccc(S(=O)(=O)N2c3ccccc3CC2C)cc1 (stereo unspecified)	0.2	9%[57.1 µM]	-0.3	1	-3%	13%	2	-27	-2%[57.1 µM]
O=c1c(Cl)c(NCCO)cnn1-c1cccc(Cl)c1	2.7	20%	-1.4	-1	-2%	-6%	9	16	-2%
Cc1ccc(C)n1-c1cccc(S(=O)(=O)N2CCOCC2)c1	.	?	0.0	-11	?	13%	-1	.	8%[57.1 µM]
O=C(Cn1ncc2c([nH]c3ccccc32)c1=O)NCC1CCN(Cc2ccccc2F)CC1	0.7	16%	0.4	-2	-14%	-4%	14	0	3%
COc1cccc(COC(=O)c2cc(S(=O)(=O)N3CCCCC3)ccc2N2CCOCC2)c1OC	0.5	23%[57.1 µM]	-0.1	-1	-8%	5%	4	-17	6%[57.1 µM]
COc1ccccc1C(=O)Nc1cccc(C(=O)OCc2cc(=O)n3cc(C)sc3n2)c1	1.5	14%[57.1 µM]	-0.9	7	-21%	-8%	0	.	4%[57.1 µM]
Nn1c(SCc2cccc3ccccc23)nnc1-c1ccco1	0.4	?	-0.5	2	-7%	3%	50*	-10	5%[57.1 µM]
COc1ccc(NC(=O)Cc2nnc(SCC(=O)Nc3ccc(F)cc3)n2C)cc1	0.3	2%[57.1 µM]	-0.2	2	-3%	8%	8	-10	2%[57.1 µM]
CCOc1cc(S(=O)(=O)N2CCCC2)ccc1Cl	-2.5	17%	-0.5	0	-7%	3%	-4	-14	11%
COc1ccc(S(=O)(=O)N2CCOCC2)cc1C(=O)N1CCCCCC1	0.3	10%	0.7	-3	-11%	-3%	3	12	-3%
Cc1ccc(S(=O)(=O)N2CCN(S(=O)(=O)c3ccccc3Br)CC2)cc1	.	14%	.	-3	-33%	-10%	.	.	-2%
CCn1c(=O)cc(SCC(=O)N2CCN(c3cc(C)ccc3C)CC2)c2ccccc21	-1.0	20%	0.3	-1	?	3%	8	.	6%

Single records, from the list above:
O=C(Cn1ncc2c([nH]c3ccccc32)c1=O)NCC1CCN(Cc2ccccc2F)CC1 across the screens: D2 agonist = 0.7; rTrxR1 inhibitor = 16%; TRHR ag = 0.4; PI4K2A inh = -2; USP1-UAF1 inh = -14%; mIDH1 inhibitor = -4%; TRHR enhancer = 14; D2 antag = 0; TrxR1 substrate = 3%
COc1ccc(NC(=O)Cc2nnc(SCC(=O)Nc3ccc(F)cc3)n2C)cc1 across the screens: D2 agonist = 0.3; rTrxR1 inhibitor = 2%[57.1 µM]; TRHR ag = -0.2; PI4K2A inh = 2; USP1-UAF1 inh = -3%; mIDH1 inhibitor = 8%; TRHR enhancer = 8; D2 antag = -10; TrxR1 substrate = 2%[57.1 µM]

(more compounds)
SMILES	D2 agonist	rTrxR1 inhibitor	TRHR ag	PI4K2A inh	USP1-UAF1 inh	mIDH1 inhibitor	TRHR enhancer	D2 antag	TrxR1 substrate
O=C(CN1CCN(C(=O)N2CCOCC2)CC1)Nc1ccc(Br)cc1	0.5	-2%	-0.2	4	-11%	0%	7	-17	8%
COc1ccccc1OCCCOc1ccc(/C=C2\SC(=O)NC2=O)cc1OC	0.4	-19%[57.1 µM]	-0.2	3	-11%	?	6	4	-6%[57.1 µM]
COc1ccc(C2CC(=O)c3cc(-c4nc(-c5cccc(Cl)c5)cs4)c(=O)[nH]c3C2)cc1OC (stereo unspecified)	2.0	-2%	3.5	0	-15%	10%	20	.	7%
Cc1ccc(CN(C(=O)COc2cccc([N+](=O)[O-])c2)c2ccccn2)o1	-0.7	?	-0.3	2	-29%	11%	18	.	0%
